Screens deposited in PubChem by several laboratories.
RTF Ca sens act: cardiac RTF calcium sensitization; activation, % at 7.2 µM; actives 0.24% (n = 340,000); IANBD-labeled TnC RTF fluorescence at EC20 calcium; 0% EC20 calcium, 100% full calcium; P19429+P45379;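 active = activation above the mean over all tested compounds plus 3 SD, cut at about 30% in these data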;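 also: rise in fluorescence read as greater calcium sensitivity of cardiac thin filaments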
dFosB activator: activators of mouse delta FosB homodimer | purified delta FosB, TAMRA-CDK5 oligo fluorescence polarization; percent of positive-control signal above neutral wells | actives 0.99% (n = 340,000) | AID 493131 | activation, % at 25 µM;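 active = mean activation above about 17%, with every replicate also reaching it, limit read from the data, passing the limit was not always enough; inconclusive = only one of the two conditions met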;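 also: fluorescence polarization rise as delta FosB binds a TAMRA Cdk5 AP-1 oligo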
Target sequence (P13346 whole entry, looked up): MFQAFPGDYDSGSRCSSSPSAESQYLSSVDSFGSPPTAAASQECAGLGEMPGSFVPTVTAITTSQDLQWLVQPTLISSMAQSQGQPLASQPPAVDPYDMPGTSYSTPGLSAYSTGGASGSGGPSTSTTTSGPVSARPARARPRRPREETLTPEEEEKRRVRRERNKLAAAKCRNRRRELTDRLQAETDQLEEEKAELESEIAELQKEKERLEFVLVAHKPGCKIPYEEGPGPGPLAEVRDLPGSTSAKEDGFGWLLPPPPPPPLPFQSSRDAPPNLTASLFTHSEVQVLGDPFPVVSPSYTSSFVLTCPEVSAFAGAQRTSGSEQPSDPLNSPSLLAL
HTR5A ag: counter-screen for OPRM1-OPRD1 agonists: human HTR5A agonism; P47898; HTR5A agonist assay, luminescence, cell-based; activation, % at 9.3 µM; actives 0.61% (n = 340,000); in the data active = activation mostly above about 9.5%, no sharp cut-off; inactive = mostly below about 7.6%;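 also: 0% = cells with vehicle only and 100% = reference agonist; strong numbers were not always called active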
Target sequence (P47898 whole entry, looked up): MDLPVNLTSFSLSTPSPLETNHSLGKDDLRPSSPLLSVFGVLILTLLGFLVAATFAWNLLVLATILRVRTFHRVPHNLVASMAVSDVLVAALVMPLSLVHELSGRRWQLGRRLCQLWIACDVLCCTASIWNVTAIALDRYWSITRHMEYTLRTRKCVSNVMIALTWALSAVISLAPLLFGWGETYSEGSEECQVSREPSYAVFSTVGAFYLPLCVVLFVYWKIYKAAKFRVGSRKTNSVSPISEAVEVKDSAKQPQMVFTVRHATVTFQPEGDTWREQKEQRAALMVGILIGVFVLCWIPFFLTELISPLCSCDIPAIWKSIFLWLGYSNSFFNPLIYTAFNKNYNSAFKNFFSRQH
SR-BI DiI inh: mouse SR-BI HDL lipid transfer inhibition; ldlA[mSR-BI] CHO cells, DiI-HDL uptake fluorescence, 3 h; inhibition, % at 12.5 µM; actives 0.96% (n = 320,000); AID 488896;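 active = mean replicate inhibition of at least 70% and a set share of replicates each scoring 70 or more; inconclusive = meets just one of the two criteria; inactive = fails both criteria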;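 also: 0% = median of neutral control wells and 100% = median of positive control wells; values of inactives mirror those of a sister screen read the other way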
CDK5 inh: CDK5/p35 (human) kinase inhibition; Q00535+Q15078; Recombinant CDK5/p35, ADP-Glo luminescence, 60 min; inhibition, % at 10 µM; actives 0.01% (n = 330,000);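 active = highest replicate inhibition of at least 50% and at least 75% of replicates reaching 50%; inconclusive = only one of the two criteria met; inactive = both criteria failed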;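 also: plate controls were DMSO neutral control for no effect and GW8510 at 10 µM for full effect; many of its hits are not listed in these tables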
PvdQ inh: P. aeruginosa PvdQ acylase inhibition; actives 0.063% (n = 340,000); inhibition, % at 10 µM; AID 488965; purified PvdQ acylase, fluorescence plate reader; in the data active = inhibition above about 30%, passing the limit was not always enough; inconclusive = no clear call, values can overlap the other calls;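 also: 0% = vehicle neutral wells and 100% = reference inhibitor wells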
SR-BI uptake up: activators of SR-BI mediated HDL lipid uptake; AID 504775; activation, % at 12.5 µM; CHO ldlA[mSR-BI] cells, DiI-HDL uptake fluorescence, 3 h; 100 = double the neutral-control signal; actives 0.096% (n = 320,000);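 active = mean replicate activation of at least 60% and every replicate at or above 60%; inconclusive = mean or all-replicate condition met, but not both; inactive = mean below 60% and not all replicates reaching 60%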;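 also: 0% = median plate neutral-control signal and 100% = twice that signal; values of inactives mirror those of a sister screen read the other way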
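Assay system: CHO ldlA[mSR-BI] cells, LDL receptor-null, SR-BI overexpressing; medium: Ham's F12 with 0.5% BSA, HEPES 25 mM, pH 7.4; also added: DiI-HDL 10 µg/mL; timing: 3 h uptake period with compound, 37 °C; signal: DiI fluorescence, bottom read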
Wnt bcat act: activators of Wnt/beta-catenin signaling; Wnt/beta-catenin reporter cell assay, activator, plate reader; activation, % at 9.35 µM; actives 1.2% (n = 300,000); AID 743398; in the data active = activation above about 30%, passing the limit was not always enough; inconclusive = no clear call, values can overlap the other calls;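 also: 0% = neutral control wells and 100% = positive control wells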
MITF act: activators of MITF-driven TRPM1 promoter activity in SK-MEL-5 cells. SK-MEL-5 TRPM1-promoter luciferase, 24 h; % of positive control, neutral wells = 0. activation, % at 12.5 µM. actives 0.75% (n = 300,000);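 active = mean activation of at least 80% with every replicate also reaching 80%; inconclusive = mean reaches 80% but some replicate falls short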;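 also: 0% = neutral control wells and 100% = parthenolide positive control wells; values of inactives mirror those of a sister screen read the other way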
Rtt109 HAT inh: inhibitors of Candida albicans Rtt109/Vps75 histone acetyltransferase; inhibition, % at 34.9 µM; Q5AAJ8; purified Rtt109/Vps75, ThioGlo CoA-SH fluorescence, 4 h; actives 0.16% (n = 330,000);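 active = inhibition of at least 50% in every replicate; inconclusive = best replicate reaches 50% inhibition but some replicates fall short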
Target sequence (Q5AAJ8 whole entry, looked up): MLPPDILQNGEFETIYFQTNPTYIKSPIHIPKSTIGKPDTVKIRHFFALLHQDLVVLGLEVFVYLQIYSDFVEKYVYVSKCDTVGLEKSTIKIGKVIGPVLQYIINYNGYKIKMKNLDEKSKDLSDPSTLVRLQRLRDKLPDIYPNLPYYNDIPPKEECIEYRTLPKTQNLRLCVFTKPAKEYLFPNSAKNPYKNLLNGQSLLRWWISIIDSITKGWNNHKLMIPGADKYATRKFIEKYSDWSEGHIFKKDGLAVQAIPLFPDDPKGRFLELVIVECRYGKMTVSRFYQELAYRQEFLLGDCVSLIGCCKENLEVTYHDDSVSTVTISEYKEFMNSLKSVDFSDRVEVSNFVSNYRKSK
The depositor's hits bear a star; ? = inconclusive; . = no result given.

SMILES	RTF Ca sens act	dFosB activator	HTR5A ag	SR-BI DiI inh	CDK5 inh	PvdQ inh	SR-BI uptake up	Wnt bcat act	MITF act	Rtt109 HAT inh
Cc1ccc(C)c(NC(=S)NCc2ccccc2)c1	-2	0	1	27	1.4	-5	-27	-2	.	-1
CC(=O)Nc1cccc(/C(C)=N/Nc2ccc(S(=O)(=O)Nc3ccccc3C(=O)O)cc2[N+](=O)[O-])c1	-1	-28	1	1	-1.6	2	-1	5	-3	35
CCC1CCCCN1CCCNC(=O)c1nn(C)c2c1CS(=O)(=O)c1ccccc1-2 (stereo not given)	-5	3	-3	13	0.9	-8	-13	0	-1	-9
Cc1csc(=O)n1CC(=O)Nc1nc2ccccc2s1	-2	-1	2	-23	-0.6	-15	23	-1	-11	-4
Cn1cnc2c1c(=O)n(Cc1ccc(Cl)cc1Cl)c(=O)n2C	-6	-4	-1	0	1.4	-4	0	1	-6	1
COC(=O)c1cnc(Nc2ccc(Cl)cc2)c([N+](=O)[O-])c1	5	-2	10	12	2.7	10	-12	7	9	0
Cc1cc(Br)ccc1SCC(=O)OCC(=O)NC(C)c1ccccc1 (stereo not given)	2	-6	-4	27	-0.6	2	-27	0	-17	0
Cc1ccc(N=Nc2c(=O)[nH]n3c(=O)cc(C)[nH]c23)cc1	-9	-2	-1	.	0.0	2	.	.	0	11
O=C(Nc1ccc(Cl)cn1)C1C(c2ccccc2)C1(Cl)Cl (stereo not given)	0	1	-2	3	-0.8	-6	-3	-1	3	-6
Cc1ccccc1CNc1ccc(C(CC(N)=O)NC(=O)c2ccc(Br)cc2)cc1[N+](=O)[O-] (stereo not given)	9	?	2	-5	2.5	-6	5	-5	18	4
CC(C(=O)O)n1nnc2ccccc21 (stereo not given)	-7	-4	-1	-16	0.7	-12	16	-1	6	-5
CCN(CC)C(=O)CSC(Nc1ccc(F)cc1)=C(C#N)C#N	5	4	3	0	0.8	-15	0	-1	.	0
Cc1ccc(NC(=O)COC(=O)c2cccnc2)c(C)c1	2	5	-2	-7	-3.3	-12	7	-2	.	3
COc1ccc(-c2[nH]ncc2CN(C)Cc2c(C)n[nH]c2C)c(OC)c1	-3	2	-1	-3	1.6	-10	3	-1	10	-5
CCOc1cc(C(C#N)N2CCCCC2)ccc1OC (stereo not given)	-3	-2	5	-24	0.5	-16	24	.	-5	4
Cc1onc(-c2ccccc2)c1C(=O)OCC(=O)Nc1ccccc1	5	-2	4	9	-7.5	-7	-9	-4	12	-2
Cc1nnc(N(C(=O)c2cnccn2)c2ccccc2)s1	-4	3	-1	-16	0.4	7	16	-1	-7	11
O=C(Cc1ccccc1)NCCc1cnc[nH]1	3	4	1	-29	-0.2	-5	29	1	6	1
CC(=O)c1ccc(N(C(=O)c2csnn2)C(C(=O)NC2CCCC2)c2ccccc2)cc1 (stereo not given)	-4	-16	-2	-24	-1.5	5	24	-2	-10	-8
Cc1ccc(NC(=O)c2ccc(S(=O)(=O)N3CCCC3)cc2)nc1	-3	-1	-8	-9	-1.0	-2	9	13	10	4
COc1cc(OC)c2c(C)cc(=O)oc2c1C(CCN1CCOCC1)c1ccc2c(c1)OCO2 (stereo not given)	-1	0	-1	3	-2.9	-10	-3	-6	-6	-2
O=C(Nc1ccc(N2CCCC2)c(Cl)c1)c1ccco1	0	3	3	27	0.6	13	-27	41*	48	.
COc1cc(OC)cc(C(=O)N2CCN(Cc3ccccc3C(F)(F)F)CC2)c1	-1	-13	3	50	-0.6	-13	-50	.	10	1
Cc1cc(C(F)F)nn1CC(=O)Nc1cc([N+](=O)[O-])ccc1F	-5	-7	-1	-26	-1.3	5	26	-3	6	12
COC(=O)NCc1ccc(S(=O)(=O)N2CCOCC2)cc1	7	3	1	-26	-1.1	-13	26	.	-1	-4
CCN(CC)CCn1c(N)cc(=O)[nH]c1=O	15	-5	-1	-4	1.9	3	4	.	-2	.
COc1ccc(C)cc1NC(=O)c1ccc2c(=O)n3c(nc2c1)CCCCC3	-1	-3	-2	11	.	-15	-11	0	13	3
COc1cc(CN2CCCC(C(=O)c3ccc4c5c(cccc35)CC4)C2)cc(OC)c1O (stereo not given)	8	-11	4	44	-0.3	8	-44	-2	-4	.
Cc1ccc(NC(=O)Cc2ccc(-n3cccc3)cc2)c(C)c1	1	5	10	-17	-3.1	-1	17	0	0	-5
CCCCCCC(=O)NNC(=O)CC(=O)Nc1ccccc1C(=O)O	6	-8	6	-22	0.2	12	22	.	-2	42
COc1ccc(C(=NNc2ccccc2C(=O)O)c2ccc(OC)cc2)cc1	0	-5	7	3	0.2	7	-3	9	5	-9
O=C(O)/C=C/c1ccc(S(=O)(=O)N2CCN(CCN3C(=O)C4C5C=CC(C5)C4C3=O)CC2)cc1 (stereo not given)	2	-3	2	16	-2.1	-15	-16	0	2	-8
COc1ccc(C2C(C(=O)N3CCCCC3)CC(=O)N2c2ccc(OC)cc2)cc1 (stereo not given)	-6	-4	2	15	1.0	-4	-15	0	10	0
CSc1ccccc1NC(=O)CN(C)C(=O)Cn1c(=O)oc2ccccc21	4	3	7	10	0.6	-4	-10	-5	-9	-1
COc1cc(C(=O)NC(c2ccccc2)c2ccccc2)cc(OC)c1OC	3	-5	4	-16	1.9	-14	16	0	.	-5
COc1ccc(-c2nc(CSCC(=O)N3CCN(c4cccc(C)c4)C(C)C3)c(C)o2)cc1OC (stereo not given)	2	0	7	64	1.1	0	-64	-2	-28	0
CCCCNC(=O)COC(=O)c1cc(C)nc2ccccc12	1	-8	-1	-14	-0.5	-7	14	-1	-1	-1
CCc1nc2c(cnn2-c2ccc(Cl)cc2)c(=O)n1-c1ccc2c(c1)OCCO2	2	-4	2	-2	0.1	-16	2	-9	-11	1
COc1ccc(-c2ccc3oc(-c4ccsc4)cc(=O)c3c2)cc1F	6	-7	3	-20	-0.8	-10	20	7	50	1
CC(C)CCNC(=O)C(=O)NCc1ccccc1	-1	0	0	-18	-0.4	-14	18	24	10	-6
CCN1CCN(c2c(Cl)cccc2NC(=O)c2ccco2)CC1	-4	-8	1	.	1.2	4	.	-1	-6	0
COc1cccc(C(=O)Nc2ncc3c(n2)CC(C)(C)CC3=O)c1	-4	-9	-1	5	0.5	-10	-5	.	18	3
NC(=O)NCCCC(=O)OCC(=O)c1ccc2ccccc2c1	9	-12	-7	-4	0.5	-12	4	-1	11	2
CCOC(=O)/C(C#N)=C1/SC(C)C(=O)N1c1ccc(Br)cc1 (stereo not given)	-3	-8	2	5	7.9	14	-5	.	0	1
Cc1ccc(N2CC(=O)Nc3c(sc4nc(C)cc(C)c34)C2=O)cc1	-5	-5	5	-5	-5.0	-10	5	7	.	5
CCOc1ccc(CC(=O)Nc2c(C(N)=O)oc3ccccc23)cc1OCC	-7	-6	0	10	1.3	-19	-10	.	-1	.
COc1cc2c(cc1OC)CN(C(=O)CCNC(=O)c1ccccc1Cl)CC2	-5	-1	3	-1	0.7	0	1	-3	3	6
CN(CC(=O)NCc1cccs1)CC(=O)Nc1ccc(F)c(F)c1F	-2	3	2	-1	-0.7	-7	.	-1	4	-3
CSc1cccc(NC(=O)c2ccc(Cl)nc2)c1	17	-9	0	29	2.3	-4	-29	.	-8	-17
Cc1[nH]c(=O)[nH]c1C(=O)CCCCC(=O)O	4	-1	3	-11	-4.3	-4	11	1	6	3
(next part)
SMILES	RTF Ca sens act	dFosB activator	HTR5A ag	SR-BI DiI inh	CDK5 inh	PvdQ inh	SR-BI uptake up	Wnt bcat act	MITF act	Rtt109 HAT inh
COc1ccc(CC(=O)N(c2ccccc2)c2nc(C)cs2)cc1	3	-6	3	9	0.2	-10	-9	-2	4	-4
COc1cc2c(cc1OC)CN(C(=O)c1ccccc1C(=O)O)CC2	3	0	1	-8	0.8	-3	8	-3	.	-14
CC(=O)N(CCc1ccccc1C)Cc1cc2ccc(C)cc2[nH]c1=O	0	-7	2	-6	1.6	11	6	0	8	4
COc1ccc(N(CC(=O)NCCc2ccc(OC)c(OC)c2)S(=O)(=O)c2ccc(OC)c(OC)c2)cc1	-4	-2	7	-2	-7.6	-12	2	3	2	11
Cc1cc(=O)oc2c3c(cc(OCC(=O)NCCC(=O)N[C@@H](C)C(=O)O)c12)OC(C)(C)CC3	-1	-4	4	-13	0.1	-4	13	3	4	0
O=C(Nc1cc(C(=O)Nc2ccccc2C(=O)O)cc(C(=O)Nc2ccccc2C(=O)O)c1)c1ccccc1	-9	-36	0	-1	-5.6	8	1	2	-6	43
CCCC1(c2ccccc2)NC(=O)N(CC(=O)NCc2ccc(OC)cc2)C1=O (stereo not given)	1	-6	-3	-8	-0.8	-12	8	-1	10	-6
CCn1c(C(=O)NCc2cccnc2)cc2sc(Cl)cc21	-5	0	2	-418	-8.4	-13	418*	.	-4	-5
CN1CCN(C(=O)C2CC(=O)N(c3ccc(F)c(Cl)c3)C2)CC1 (stereo not given)	-1	0	2	8	-1.9	-15	-8	-6	.	2
COc1ccccc1OCc1ccc(C(=O)NC2CCCCC2)o1	5	-12	3	4	1.5	-6	-4	0	1	-4
CCCCn1c(N)c(N(C(=O)CSc2nnnn2-c2ccc(C)cc2)C2CCCC2)c(=O)[nH]c1=O	-3	-2	-4	17	-0.6	3	-17	-5	10	8
CC(NS(=O)(=O)c1ccccc1)C(c1cccs1)N1CCN(C)CC1 (stereo not given)	1	-7	3	-11	-1.3	-4	11	-7	-7	2
CSCCC(NC(=O)c1ccc(Cl)cc1Cl)C(=O)N1CCCCCCC1 (stereo not given)	-12	-2	-3	16	-0.4	-11	-16	2	3	-5
Cc1ccc(COn2c(-c3ccc(Cl)cc3Cl)nc3ncccc32)cc1	9	-9	1	1	-2.1	-1	-1	-2	3	4
CC(C)(C)c1ccc(OCCC(=O)NNC(=O)c2ccccc2)cc1	-7	1	-4	-2	0.6	4	2	2	-3	5
Cc1cc(C)cc(N(CC(=O)NC2CCCC2)C(=O)CNC(=O)c2cccs2)c1	1	-7	0	.	-5.6	-17	.	1	4	5
CCOc1ccccc1NC(=O)c1ccccc1-c1nc(-c2ccccc2)no1	-1	-14	11	28	2.7	14	-28	1	3	-1
Cn1cnc([N+](=O)[O-])c1Oc1ccccc1	11	-11	2	-20	-0.8	-3	20	-2	0	-4
Cc1ccc(-n2nc(C)c3c(C)c(CCC(=O)NCc4ccccc4)c(C)nc32)cc1	2	-2	0	14	-0.8	0	-14	-5	.	1
CCOC(=O)C1CCN(C(=O)c2cccc(NC3=NC4CS(=O)(=O)CC4S3)c2)CC1 (stereo not given)	5	5	2	-13	-0.8	-12	13	1	.	-2

Rows were taken by chance. Share with any hit: about 4.4%.
